# 697 NFkB inh – inhibitors of PMA/ionomycin-induced NF-kB reporter, 697 cells, primary screen, B-cell NF-kB inhibitor project, cell-based, luminescence, uHTS; AID 435022, 2010; 697 B-cell NF-kB luciferase reporter, 16 h; inhibition, % at 4 µM; 330,000 tested, 0.33% active; in the data active = inhibition above about 35%
# Jurkat NFkB inh – inhibitors of induced NF-kB luciferase reporter, primary screen, TCR NF-kB activation inhibitor project, cell-based, luminescence, uHTS | Jurkat, PMA/ionomycin-induced NF-kB luciferase reporter | inhibition, % at 4 µM | 330,000 tested, 0.53% active; in the data active = inhibition above about 50%
# tim10-1 inh – growth inhibitors of tim10-1 mutant yeast, primary screen, luminescence, uHTS; 330,000 tested, 2.2% active; S. cerevisiae tim10-1 ts strain growth, BacTiter-Glo, 24 h; inhibition, % at 20 µM;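 active = inhibition of at least 40%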;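 note: mutant grown at 25 °C; 0% = DMSO wells with yeast and 100% = wells holding no yeast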
# Mdm2 MdmX PPI – inhibitors of human Mdm2-MdmX association, primary screen, cell-based, luminescence, split luciferase, SaOS-2, uHTS. Protein Mdm4 (Homo sapiens) + E3 ubiquitin-protein ligase Mdm2 (Homo sapiens), …. SaOS-2 split-luciferase Mdm2/MdmX complementation. 330,000 tested, 3% active. inhibition, % at 8 µM;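 active = inhibition of at least 50% at 8 µM in the primary screen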
# Target sequence (O15151 whole entry, looked up): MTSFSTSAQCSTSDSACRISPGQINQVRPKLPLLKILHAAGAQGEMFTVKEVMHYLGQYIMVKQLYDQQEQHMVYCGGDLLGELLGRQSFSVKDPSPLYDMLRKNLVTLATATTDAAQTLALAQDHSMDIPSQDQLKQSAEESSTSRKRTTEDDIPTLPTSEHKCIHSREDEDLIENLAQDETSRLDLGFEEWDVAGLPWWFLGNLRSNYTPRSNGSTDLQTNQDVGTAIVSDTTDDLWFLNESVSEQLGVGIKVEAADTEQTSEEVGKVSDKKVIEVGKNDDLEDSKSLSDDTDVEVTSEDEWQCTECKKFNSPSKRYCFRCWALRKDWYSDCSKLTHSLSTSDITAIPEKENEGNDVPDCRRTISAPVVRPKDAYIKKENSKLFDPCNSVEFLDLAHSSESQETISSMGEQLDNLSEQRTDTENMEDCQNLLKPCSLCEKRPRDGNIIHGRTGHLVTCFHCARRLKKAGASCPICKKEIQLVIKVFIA
# Target sequence (Q00987 whole entry, looked up): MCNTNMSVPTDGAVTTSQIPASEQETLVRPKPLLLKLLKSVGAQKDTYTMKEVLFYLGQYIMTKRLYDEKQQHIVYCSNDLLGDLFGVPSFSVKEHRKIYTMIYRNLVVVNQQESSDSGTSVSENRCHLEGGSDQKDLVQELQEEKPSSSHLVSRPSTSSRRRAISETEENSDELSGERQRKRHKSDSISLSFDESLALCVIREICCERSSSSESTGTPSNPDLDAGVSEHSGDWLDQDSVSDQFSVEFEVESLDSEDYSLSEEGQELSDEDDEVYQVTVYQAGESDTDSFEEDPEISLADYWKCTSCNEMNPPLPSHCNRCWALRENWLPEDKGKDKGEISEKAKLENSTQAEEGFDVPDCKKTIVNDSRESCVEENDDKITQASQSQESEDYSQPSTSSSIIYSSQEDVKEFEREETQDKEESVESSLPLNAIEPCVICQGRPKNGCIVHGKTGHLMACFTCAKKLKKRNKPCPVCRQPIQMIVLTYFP
# tim23-1 inh – growth inhibitors of tim23-1 mutant yeast, primary screen, luminescence, uHTS; S. cerevisiae tim23-1 growth, BacTiter-Glo luminescence, 24 h; AID 463212, 2010; 330,000 tested, 1.3% active; inhibition, % at 20 µM;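 active = growth inhibition of the mutant yeast at or above 50%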;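 note: temperature-sensitive mutant grown at 25 °C; plate controls were DMSO-treated mutant yeast for no effect and medium wells lacking yeast for full effect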
# UPR CHOP act – activators of apoptotic CHOP UPR arm, primary screen, cell-based, CHO-CHOP luciferase reporter, luminescence, uHTS; UPR activation; percent of tunicamycin response over DMSO baseline; activation, % at 10 µM; 330,000 tested, 0.34% active; AID 449763, 2010;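 active = at 10 µM dose, activation of 40% or more, normalized to positive control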;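 note: 100% = tunicamycin at 10 µg/mL and 0% = DMSO alone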
#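 Material: CHO-CHOP cells, stable luciferase reporter of PERK-eIF2a-CHOP signalling; quantity: 500 reporter cells seeded per well; buffer or medium: F12 medium containing 10% fetal bovine serum; compound: one dose, 10 µM in 0.5% DMSO; incubation: 6 h compound treatment, 37 °C; measured by: Steady-Glo luciferase luminescence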
# TIM10 inh – growth inhibitors of isogenic TIM10 control yeast, primary screen, counter-screen for tim10-1 yeast inhibitor project, luminescence, uHTS; inhibition, % at 10 µM; AID 463195, 2010; 330,000 tested, 1.4% active; S. cerevisiae TIM10 strain growth, BacTiter-Glo luminescence, 24 h;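 active = inhibition of 40% or more at the single tested concentration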;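 note: wild-type TIM10 isogenic control strain grown at permissive 25 °C; 0% = DMSO yeast wells and 100% = minimal medium wells without yeast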
# UPR XBP1 act – activators of adaptive XBP1 UPR arm, primary screen, cell-based, CHO-XBP1 luciferase reporter, luminescence, uHTS. AID 463104, 2010. 330,000 tested, 0.33% active. activation, % at 20 µM. IRE1-XBP1 UPR activation; percent of tunicamycin response, DMSO as zero;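 active = versus positive control, 20 µM dose yields 30% or more activation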;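 note: 100% = tunicamycin at 10 µg/mL and 0% = DMSO only wells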
#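 Assay system: IRE1-XBP1 luciferase reporter CHO line. Input: 1000 cells/well. Buffer or medium: F12 with 10% serum. Doses: 20 µM, 1% DMSO. Times: overnight seeding at 37 °C, 6 h compound treatment at 37 °C. Technique: Steady-Glo luciferase glow luminescence, 10 min after reagent addition.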
# * hit, by the source's call.
molecule,Mdm2 MdmX PPI,Jurkat NFkB inh,TIM10 inh,UPR CHOP act,697 NFkB inh,tim10-1 inh,tim23-1 inh,UPR XBP1 act
COc1ccc2c(CC(=O)OCC(=O)c3ccccc3OC)coc2c1,-5,-6,5,-1.6,4,28,31,4
COc1cccc(NC(=O)CSc2nnc(-c3cccc(OC(C)C)c3)n2N)c1,-12,7,5,2.2,0,21,21,3
CC(=O)N1CCN(c2cc3c(cc2F)c(=O)c(C(=O)O)cn3C2CC2)CC1,21,-1,9,0.4,9,-10,8,1
CCN1C(=O)CSc2ccc(C(=O)NCc3ccco3)cc21,-4,5,-21,1.4,22,13,2,-3
O=C(CSc1nnnn1-c1cccc(C(=O)O)c1)NC(c1ccccc1)c1ccccc1,-20,16,6,-1.4,12,10,-2,-1
COC(=O)c1c(NC(=O)c2ccccc2)sc(Cc2ccccc2)c1C,-24,-4,-10,0.7,-4,20,9,0
O=C(COc1ncnc2c1cnn2-c1ccccc1)Nc1ccc(S(=O)(=O)N2CCCCC2)cc1,8,8,15,1.4,5,12,10,-2
N#Cc1ccc(NC(=O)Cn2c3[n+](c4ccc(C(F)(F)F)cc42)CCCCC3)cc1,0,-7,12,-1.9,-7,10,7,-3
Cc1cc2ncn(C(=O)N3CCC(C)CC3)c2cc1C,-6,-20,5,3.6,-34,15,17,1
CN(C)/C=C(/C(=O)c1ccc(Cl)c(Cl)c1)S(C)(=O)=O,-17,13,-5,-1.2,4,0,3,0
CCc1ccc(CNC(=O)C2CCCN(c3nnc(C)c4c(C)n(-c5ccccc5)nc34)C2)cc1 (stereo unspecified),44,26,3,6.8,-42,12,4,-4
COc1cc(/C=N/NC(=O)CCN2CCN(Cc3ccccc3)CC2)cc(OC)c1OC,-9,-9,4,0.9,4,-8,4,-2
COc1ccc(C(=O)NC(C)c2nnc(SCc3ccc(Cl)c(Cl)c3)n2C)cc1 (stereo unspecified),-12,11,17,-0.5,8,16,13,0
Cc1onc(-c2ccccc2)c1CNS(=O)(=O)c1ccccc1[N+](=O)[O-],7,0,-2,-1.6,12,7,3,-1
CCS(=O)(=O)C(=C1Nc2ccccc2N1)S(=O)(=O)CC,2,-3,6,2.2,2,3,10,-3

# Compounds shown so far that contain a COOH group (2):
molecule,Mdm2 MdmX PPI,Jurkat NFkB inh,TIM10 inh,UPR CHOP act,697 NFkB inh,tim10-1 inh,tim23-1 inh,UPR XBP1 act
CC(=O)N1CCN(c2cc3c(cc2F)c(=O)c(C(=O)O)cn3C2CC2)CC1,21,-1,9,0.4,9,-10,8,1
O=C(CSc1nnnn1-c1cccc(C(=O)O)c1)NC(c1ccccc1)c1ccccc1,-20,16,6,-1.4,12,10,-2,-1

# (listing goes on)
molecule,Mdm2 MdmX PPI,Jurkat NFkB inh,TIM10 inh,UPR CHOP act,697 NFkB inh,tim10-1 inh,tim23-1 inh,UPR XBP1 act
CCCCn1c(N)c(N(CCOC)C(=O)c2ccc(OCc3c(C)noc3C)cc2)c(=O)[nH]c1=O,7,0,-1,0.9,14,-6,-4,-3
CS(=O)(=O)c1cccc(C(=O)Nc2ccc(S(=O)(=O)N3CCCCC3)cc2)c1,3,-14,10,1.6,13,-3,-6,0
COc1cc(/C=N/n2cnnc2)ccc1OCC(=O)N1CCOCC1,-30,5,10,2.5,-5,9,7,-4
CC(=O)NC(Cc1ccccc1)C(=O)OCC(=O)c1ccc(F)cc1 (stereo unspecified),-3,-3,6,-0.4,6,8,16,-1
COc1ccc(N2C(=O)CSC23CCCCC3)cc1,-16,3,24,-2.2,3,34,30,-1
O=C(O)CCCCCNc1nc(=S)[nH]c2ccccc12,-10,4,-21,-1.6,-17,3,-12,-2
CC1CCC(C(=O)NC(C(=O)NCCc2ccc(S(N)(=O)=O)cc2)C(C)C)CC1 (stereo unspecified),-4,9,5,0.1,11,-15,1,0
CC(C)(Oc1ccc(Cl)cc1)C(=O)Nc1ncccn1,-31,-3,4,2.7,14,15,25,4
N=C(N)N=Nc1c(O)[nH]c2ccc(Br)cc12,40,-4,7,-0.8,-16,3,1,-1
CCCOc1ccc(C(=O)N/N=C/c2ccc(-c3ccc(S(=O)(=O)Nc4ncccn4)cc3)o2)cc1,2,3,1,1.3,20,15,7,0
COc1ccc(-c2cc(C(=O)Nc3ccc4c(c3)OCO4)no2)cc1,1,9,-2,4.1,18,-6,-13,1
NS(=O)(=O)c1ccc(NC(=O)CSc2nnc(C3CC3)n2C2CC2)cc1,26,12,-4,-0.2,9,-2,-8,-2
O=C1CNC(=O)/C1=C/c1ccc(O)cc1,-6,3,-8,-2.2,13,11,11,-1
COC(=O)/C(=N/Nc1ccccc1)N1CCCc2ccccc21,0,-11,3,4.8,-46,18,17,0
Cc1occc1-c1nnc(SCC(=O)Nc2nc3ccccc3s2)o1,12,-6,-12,-3.3,4,0,9,0
C=CCNC(=O)c1ccccc1NC(=O)COc1ccccc1,15,-2,14,0.2,-2,3,-3,1
O=C(OCCCOc1ccc(F)cc1)c1ccc(O)cc1O,-11,-6,1,-0.6,-9,-1,36,-1
COc1ccc(/C=N\NC(=O)CCc2c(C)n[nH]c2C)c(OC)c1OC,5,17,2,-2.2,8,6,-8,1
O=c1cc(-c2ccc(Cl)cc2)[nH][nH]1,-7,0,18,1.6,6,20,24,1
O=C(COC(=O)c1ccccc1-n1cnnn1)c1ccc(F)c(F)c1,14,-25,1,4.4,-27,-20,2,2
CC(=O)NCc1ccc(C(=O)COC(=O)COc2ccc(Cl)c(C)c2)s1,29,8,5,0.4,3,18,15,0
CCOc1ccc(S(=O)(=O)N2CCN=C2c2ccccc2)cc1,46,54*,8,1.9,-65,2,5,-1
Cc1nc(-c2cccc(S(=O)(=O)N3CCCCC3)c2)cs1,6,-5,-8,-1.6,10,14,38,-1
O=C(Nc1ccc(S(=O)(=O)N2CCCC2)cc1)C1CCN(S(=O)(=O)c2ccc(F)cc2)CC1,5,7,1,-0.8,-28,-6,-1,-2
C=CCn1c(CC(=O)Nc2ccc(C)cc2C)nnc1SCC(=O)N1CCOCC1,-20,3,16,-2.2,1,2,5,-3
COc1ccc(N(CC(O)CN2CCCCC2)S(=O)(=O)c2ccc(C)cc2)cc1 (stereo unspecified),4,-11,-4,-3.2,-13,10,-4,0
O=C(CN(Cc1ccccc1C(F)(F)F)C(=O)CNC(=O)c1ccco1)NC1CCCC1,-2,-18,11,-1.5,0,4,10,1
O=C(C1COc2ccccc2O1)N1CCN(c2ccc([N+](=O)[O-])cc2)CC1 (stereo unspecified),21,48,43*,-1.8,5,36,61*,0
CN(Cc1cccc(F)c1)C(=O)CN1C(=O)NC2(CCc3ccccc32)C1=O (stereo unspecified),25,12,3,-2.0,23,-1,-1,0
Cc1ccc(NC(=O)C2(NC(=O)c3cccc(N4C(=O)CSC4c4ccccc4)c3)CCCCC2)cc1 (stereo unspecified),35,-13,24,0.4,22,21,32,0
CCCc1ccc(-c2cc(C(=O)NCCc3ccc(S(N)(=O)=O)cc3)c3ccccc3n2)cc1,-23,-56,1,5.5,-49,21,3,3
COc1ccccc1N1CCN(CC(=O)Nc2ccccc2C(=O)NCCc2ccccc2)CC1,23,-18,13,1.9,-3,20,25,0
CSc1ncccc1C(=O)Nc1ccc(C)cn1,9,-16,1,2.2,23,-16,-6,2
CC(=O)NCCNC(=O)c1ccc(Sc2ccccc2)c([N+](=O)[O-])c1,16,-7,-6,-1.3,11,-9,2,9
CCc1ccc(C(=O)NC(=S)NCc2cccnc2)cc1,24,8,-1,1.7,3,14,20,-2
CC(C)Nc1nnc(SCC(=O)Nc2ccc(F)cc2)s1,3,12,12,-0.3,13,22,13,2
CCOc1ccccc1OCC(=O)Nc1ccc(S(=O)(=O)Nc2nc(C)cc(C)n2)cc1,-8,-9,-8,-1.3,-11,15,17,-2
Cc1ccccc1-c1nc(CSc2nc3c(c(=O)[nH]2)CCC3)c(C)o1,-7,1,13,-0.7,31,34,15,-2
COc1cc(OC)cc(C(=O)N2CCN(c3ncccn3)CC2)c1,-3,-8,10,1.9,13,19,15,2
CCOC(=O)C1CCN(C(=S)Nc2ccc(CC)cc2)CC1,-15,-24,13,-0.6,-58,23,34,1
Cn1c2[n+](c3ccc(Cl)cc3c1=O)Cc1ccccc1-2,9,12,-4,-1.9,1,-10,18,0
CC(C)(C)C(=O)N1CCN(c2nc3ccc(Br)cc3s2)CC1,-88,-44,18,4.6,-84,1,24,-1
Cn1c(CSCc2ccc(Cl)c(Cl)c2)n[nH]c1=S,-7,-9,5,0.7,-33,31,12,-1
O=C(NCc1ccccn1)C1(C(F)(F)F)C/C(=C\CCO)CCCO1 (stereo unspecified),13,-1,6,0.2,-1,6,8,-2
CC(CCc1ccccc1)NC(=O)CSc1nccc(=O)[nH]1 (stereo unspecified),19,-2,4,-1.8,14,-2,6,-5
O=C1CC(c2ccccc2)c2cc(O)ccc2O1 (stereo unspecified),23,-4,11,2.4,-5,16,6,2
Cc1cc(NCCC(C)C)n2nc(C)c(-c3ccccc3)c2n1,9,-22,14,1.7,-10,45*,28,1
O=C(OCCCc1cc2ccccc2c(=O)o1)N1CCOCC1,-11,6,4,1.0,-1,3,10,2
O=C(CSc1ccc(F)cc1)Nc1cccc(S(=O)(=O)N2CCOCC2)c1,0,-1,3,-2.5,6,-5,13,0
Cc1ccc(-c2nnc(SCC(=O)N/N=C/c3ccc(C(=O)O)cc3)n2C2CCCCC2)cc1,-18,6,8,1.5,6,13,12,-1
COc1ccccc1Nc1nc(NCCC(C)C)nc(N)c1[N+](=O)[O-],53*,19,18,2.8,-22,22,23,1
Cc1ccc(S(=O)(=O)N2CCOC2CNC(=O)C(=O)NCCN2CCOCC2)cc1 (stereo unspecified),-6,4,-6,2.2,6,9,3,-5
COc1cccc(C(=O)N(CN2CCCC2=O)c2cc(C)on2)c1,18,5,-20,0.6,23,8,-1,1
Cc1noc(C)c1COc1ccccc1C(=O)NCCc1ccc(Cl)cc1,11,0,-2,0.5,-11,1,15,4
COc1ccc(-c2[nH]ncc2CNC(C)CCn2cccn2)c(F)c1 (stereo unspecified),8,8,-7,0.1,4,10,-3,-3
Cc1cc(Br)ccc1S(=O)(=O)n1ccnc1C,-24,0,14,-1.1,17,-2,3,-2
CCOC(=O)CN(C(=O)c1snc(C(N)=O)c1N)C(C(=O)NCCC(C)C)c1ccc(F)cc1 (stereo unspecified),-8,0,8,-1.7,-16,12,19,-3
CCC(C(=O)NCCCN(CC)Cc1ccccc1)n1nc(C)c2sc3ccccc3c2c1=O (stereo unspecified),45,-2,10,-0.6,-6,13,-6,3
Cc1ccc(/C=N/n2c(C)cc(C)c(C#N)c2=O)cc1,6,-4,7,2.7,16,11,13,2
COc1ccc(OC)c(S(=O)(=O)NC2CC(=O)N(c3ccc(C)c(C)c3)C2)c1 (stereo unspecified),17,4,0,-0.4,-14,5,-1,-1
